Hep lipid drop – modulators of hepatic lipid droplet formation; hit rate 0.4% among 240,000; inhibition, % at 6.5 µM; AML12 mouse hepatocytes, oleate lipid droplets, BODIPY imaging;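 active = lipid droplet intensity inhibited by at least 50%, with more than 500 cells counted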
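Assay system: AML12 hepatocytes (mouse) / Also added: 100 µM oleic acid challenge / Times: overnight treatment with compound plus oleate / Detection: high-content imaging of BODIPY-stained droplets and DAPI nuclei / Evaluation: % inhibition of lipid droplet signal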
Hep lipid drop cells 6.5 µM – recorded beside Hep lipid drop, whose call it bears; cell count; measured here: cell count, cytotoxicity flag;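 cells counted across two imaged fields per well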
Numbers without * were called inactive.

Compound | Hep lipid drop cells 6.5 µM | Hep lipid drop
Cc1cc(=O)oc2c(C)c(OCC(=O)NCCCN3CCCC3=O)ccc12 | 756 | -10
CCN1CCCC1CNc1ccc(S(C)(=O)=O)cc1[N+](=O)[O-] (stereo not given) | 771 | 2
O=C(Cc1ccccc1F)Nc1ccccc1N1CCCC1 | 690 | -2
COc1ccc(/C=C2\SC(=S)N(CCCC(=O)N3CCN(C)CC3)C2=O)cc1 | 814 | -2
Cc1ccc(NC(=O)CSc2nc3ncc(Br)cc3[nH]2)cc1C | 721 | 7
O=C(N/N=C/c1ccc(F)cc1)c1cc[n+]([O-])cc1 | 798 | 31
O=C(NCCCN1CCOCC1)c1cc(-c2cccc(Br)c2)nc2ccccc12 | 788 | -10
COc1cccc(-c2nc(CS(=O)(=O)CC(=O)NCCCN3C(C)CCCC3C)c(C)o2)c1 (stereo not given) | 745 | 5
COc1ccc(-n2c(=S)[nH]c3ccccc3c2=S)cc1 | 843 | 0
Cc1cnc(NC(=O)Cc2ccccc2F)s1 | 738 | -21
Cc1ccc(SCC(=O)OCC(=O)NC2(C#N)CCCCC2)cc1 | 677 | 19
O=C(Cn1ncc2c([nH]c3ccccc32)c1=O)N1CCCCC1 | 738 | 0
COc1ccc(-c2nc(SCC(=O)N3CCCC3)n[nH]2)cc1 | 752 | -5
CC(C)c1ccc(CN2C(=O)c3ccccc3S2(=O)=O)cc1 | 822 | -28
CC(C)N1C(=O)CCC1C(=O)NCc1ccc(F)cc1Cl (stereo not given) | 779 | -5

For reference, part of the list above.
Compound | Hep lipid drop cells 6.5 µM | Hep lipid drop
O=C(NCCCN1CCOCC1)c1cc(-c2cccc(Br)c2)nc2ccccc12 | 788 | -10
COc1cccc(-c2nc(CS(=O)(=O)CC(=O)NCCCN3C(C)CCCC3C)c(C)o2)c1 (stereo not given) | 745 | 5
COc1ccc(-n2c(=S)[nH]c3ccccc3c2=S)cc1 | 843 | 0

The list continues.
Compound | Hep lipid drop cells 6.5 µM | Hep lipid drop
CCc1nn(CC(=O)N2CCC(C)CC2)c(=O)c2cccn12 | 760 | -2
CC(C)c1nc(CNC(=O)C2CCC(=O)N(CCc3cccc(F)c3)C2)cs1 (stereo not given) | 625 | -4
O=C(c1nc2ccc(Cl)cn2c1CNCCc1cnccn1)N1CCCCCCC1 | 874 | -12
COc1ccc(N2CC(C(=O)Nc3nc4ccc(OC)cc4s3)CC2=O)cc1 (stereo not given) | 811 | -6
CC(OC(=O)CCCC(=O)Nc1ccc(F)cc1)C(=O)c1ccccc1 (stereo not given) | 826 | 9
CC(CCc1ccco1)NC(=O)CCc1nnc2ccc(NCc3ccccc3)nn12 (stereo not given) | 701 | 3
O=C(NCCc1ccco1)C(=O)NCC1OCCCN1S(=O)(=O)c1ccccc1 (stereo not given) | 722 | -1
COc1ccccc1/C=C/CN1CCC(n2nccc2NC(=O)CCc2ccccc2)CC1 | 571 | -24
COc1ccccc1CNC(=O)C/C(C)=N/NC(=O)Cc1ccc(Cl)cc1 | 750 | 0
Cc1ccc(CNC(=O)COc2ccc(S(=O)(=O)N3CCCC3)cc2)cc1 | 579 | 8
Cc1ccc(-c2nnc(NC(=O)Cc3ccc(F)cc3)o2)c(C)c1 | 720 | 5
CCOc1ccc(NC(=O)c2cc(=O)[nH]c3ccccc23)cc1 | 807 | -9
O=c1[nH]c(C2CCN(S(=O)(=O)c3ccc(C(F)(F)F)cc3)CC2)nc2c1nnn2Cc1ccccc1 | 784 | 6
O=C(Nc1ccc2c(c1)CN(Cc1ccco1)CC2)C1CCCO1 (stereo not given) | 793 | 5
CC(CCc1ccco1)NC(=O)CCc1nnc2ccc(NCc3ccccc3Cl)nn12 (stereo not given) | 651 | -29

Additional records follow.
Compound | Hep lipid drop cells 6.5 µM | Hep lipid drop
CC(=O)c1c(C)n(-c2ccc(C)cc2C)c2ccc(O)cc12 | 736 | 9
COCCNC(=O)CCc1c(C)nc2c(c(C)nn2-c2ccc(C)c(C)c2)c1C | 814 | -2
CC1(C)CC(NC(=O)c2cc(COc3cccc(C(F)(F)F)c3)on2)CCO1 (stereo not given) | 744 | -1
CC(C)(C)c1cc(OC(=O)C2CCCC2)ccc1O | 788 | 0
CC(C)c1ccc(NC(=O)Cn2nnc(C(=O)NCc3ccco3)c2N)cc1 | 694 | 6
CC(C)(C)OC(=O)CNC(=O)c1nc[nH]c1C(=O)N1CCN(c2ccccc2)CC1 | 806 | 8
CC(=O)c1ccc(OCCCCCCCOc2ccc(C(C)=O)cc2)cc1 | 836 | 1
Cc1sc2ncn(CC(=O)N3CCC(C(N)=O)CC3)c(=O)c2c1S(=O)(=O)N1CC(C)CC(C)C1 (stereo not given) | 795 | -2
COC(c1ccccc1)c1nnc(CCC(=O)N2CCN(C3CCCC3)CC2)o1 (stereo not given) | 630 | 10
CN1CCN(CCC(=O)N/N=C/c2ccccn2)CC1 | 836 | 0
Cc1ccc(S(=O)(=O)N2CCN(C)CC2)cc1 | 812 | -5
Cc1ccccc1NC(=O)C1CCCN(C(=O)Nc2ccc(F)cc2)C1 (stereo not given) | 831 | 0
O=C(CN1C(=O)COc2ccccc21)NCCN1CCOCC1 | 788 | -15
Clc1ccccc1-c1ncc(-c2ccccc2)o1 | 761 | -4
Nc1ccc(C(=O)N/N=C/c2cn(Cc3ccccc3F)c3ccccc23)cc1 | 834 | -32

The results go on.
Compound | Hep lipid drop cells 6.5 µM | Hep lipid drop
COc1ccccc1NC(=O)CSc1nnc(CNC(=O)c2ccccc2F)o1 | 731 | -14
S=C(NCCCN1CCOCC1)N(Cc1ccccc1)Cc1ccccc1 | 773 | -5
CCc1ccc2[nH]c3nc(SCCN4CCOCC4)nnc3c2c1 | 773 | 13
COc1cc(C(=O)N=c2sccn2C)c([N+](=O)[O-])cc1OC | 706 | -49
COc1cc2c(cc1OC)CN(C(=O)CN1CCN(S(=O)(=O)c3ccccc3)CC1)CC2 | 702 | 25
CCOc1ccccc1NC(=O)CCNC(=O)Cn1ccc2ccccc2c1=O | 825 | 32
COCC(C)NC(=O)c1nn(Cc2ccccc2)c(=O)c2ccccc12 (stereo not given) | 652 | -23
Cn1nc(C(C)(C)C)cc1C(=O)NN1CCOCC1 | 713 | 15
CC(C)c1nnc(NC(=O)COc2ccc3c(c2)OCO3)s1 | 733 | 16
O=C(N/C(=C/c1ccc(Cl)cc1)C(=O)N1CCCCC1)c1ccco1 | 932 | 1
CCN(CC)c1ccc(NC(=O)c2c(C)noc2C)cc1 | 610 | 25
CSc1ccccc1NS(=O)(=O)c1cccc2nonc12 | 723 | 7
O=C(NC1CCCCC1)c1cccnc1Sc1ccccc1Cl | 768 | -5
O=C(Cc1ccccc1)Nc1ccccc1C(=O)N1CCCCC1 | 810 | -12
O=C(CC1C(=O)NCCN1Cc1cccc(F)c1F)NC1CCCCCC1 (stereo not given) | 779 | -3

The list continues.
Compound | Hep lipid drop cells 6.5 µM | Hep lipid drop
COc1cc(/C=C2/C(=O)ON=C2C)cc(Cl)c1O | 828 | 13
O=C(NC(=S)NCc1ccccc1)c1cccc(Cl)c1 | 799 | -14
Cc1ccccc1OCC(O)Cn1c(N2CCCCC2)nc2c1c(=O)[nH]c(=O)n2C (stereo not given) | 683 | -8
O=C(Nc1ccc(Br)cc1)c1cccc(N2C(=O)CCC2=O)c1 | 725 | -8
Cc1cc(C)cc(NC(=O)CSc2nnc(-c3cc(C)[nH]n3)n2N)c1 | 677 | -9
CC(C)N1CCc2c(sc(NC(=O)c3ccc(S(=O)(=O)N(C)CC4CCCO4)cc3)c2C(N)=O)C1 (stereo not given) | 719 | 5
O=C(O)c1cc(S(=O)(=O)N(Cc2ccccc2)c2cccc(C(F)(F)F)c2)ccc1Cl | 814 | 10
COc1cccc(NC(=O)COC(=O)C2C3CC4OC(=O)C2C4C3)c1 (stereo not given) | 814 | -2
COc1ccc2nc(N3CCCC(C(=O)NCCc4ccc(OC)c(OC)c4)C3)sc2c1 (stereo not given) | 855 | -3
COc1ccc(C2Nc3ccccc3C(=O)N2NC(C)=O)c(OC)c1 (stereo not given) | 808 | 5
Cc1ccc(C(=O)N/N=C/c2c(O)ccc3ccccc23)cn1 | 831 | -3
Cc1ccc2c(c1)N(CCC(=O)NCCCN1CCCC1)C(=O)CO2 | 774 | -8
Cc1ccc(S(=O)(=O)N2CCC(C(N)=O)CC2)cc1[N+](=O)[O-] | 825 | -4
COc1cccc(CNC(=O)CC2C(=O)NCCN2CCCc2ccccc2)c1 (stereo not given) | 805 | -3
CCn1c(CNC(=O)c2cccc(C)c2)nnc1SCC(=O)Nc1nnc(C)s1 | 724 | 32

Following part
Compound | Hep lipid drop cells 6.5 µM | Hep lipid drop
CCCC(=O)Nc1nnc(SCC(=O)N2C(C)CCCC2C)s1 (stereo not given) | 829 | -1
O=C(NCCCc1nc2ccccc2[nH]1)c1ccco1 | 568 | -1
COc1ccc(N(Cc2cc3cc(OC)ccc3[nH]c2=O)S(=O)(=O)c2ccc(NC(C)=O)cc2)cc1 | 704 | 35
COC(=O)C1(CCSC)NC(c2ccc(OC)cc2OC)C2C(=O)N(c3cccc(C(C)=O)c3)C(=O)C21 (stereo not given) | 803 | -4
CC1(C)CC(NC(=O)C2CCCCC2)CC(C)(C)N1 | 800 | 2
OC1(c2ccc(Br)cc2)CCN(Cc2cccc(Br)c2)CC1 | 844 | -14
COc1ccc(S(=O)(=O)Nc2nc3c(s2)C(=O)CC(C)(C)C3)cc1 | 840 | 2
C=CCNC(=O)C(=O)NCC(c1ccc2c(c1)OCO2)N1CCN(c2ccc(F)cc2)CC1 (stereo not given) | 781 | 2
CCOc1ccccc1NC(=O)N1CCCN(c2ncccc2C#N)CC1 | 773 | -14
CCOC(CNc1ncnc2sc(-c3ccccc3)cc12)OCC | 815 | -12
Cc1cccc(N(C)S(=O)(=O)c2csc(C(N)=O)c2)c1 | 828 | 7
COc1cc(C(=O)NCCOc2ccccc2)cc(OC)c1OC | 802 | 6
CN(Cc1ccccc1)C(=O)C1CCN(S(=O)(=O)c2ccc3nc4c(c(C(=O)O)c3c2)CCCC4)CC1 | 725 | -1
CCCn1c(=O)c(C(=O)NNS(=O)(=O)c2ccc(NC(=O)OC)cc2)c(O)c2ccccc21 | 720 | 9
COc1cccc(-c2nc(CS(=O)(=O)CC(=O)NCCc3ccc(OC)c(OC)c3)c(C)o2)c1 | 730 | -8

(more compounds)
Compound | Hep lipid drop cells 6.5 µM | Hep lipid drop
O=C(CCC(=O)N1CCN(c2ccc(Cl)c(Cl)c2)CC1)c1ccccc1 | 763 | -2
CN(CCNC(=O)C1CCN(c2ncnc3c2nc2n3CCCCC2)CC1)Cc1ccccc1 | 724 | -10
COc1ccc(-c2cc(C(=O)N3CCCC3)c3ccccc3n2)cc1OC | 808 | -1
CCCCc1ccc(NC(=O)CN(C)CC(=O)Nc2ccccc2Cl)cc1 | 759 | -3
CCOc1ccc(C(c2nnnn2C(C)(C)C)N2CCN(C(=O)c3ccco3)CC2)cc1 (stereo not given) | 769 | 2
CCN(CC)c1ccc(/C=C2\C(=N)N3N=C(CC(=O)N4CCOCC4)SC3=NC2=O)cc1 | 737 | -5
O=C(NCC1CCCO1)c1ccc2c(c1)ncn2-c1cccc(F)c1 (stereo not given) | 674 | 0
O=C(Cc1ccccn1)c1ccc(O)cc1O | 841 | 4
Nc1c(Cl)c(Cl)nc(C(=O)OCC(=O)NC2CCCCC2)c1Cl | 740 | -5
CCN(CC)C(=O)Cn1cnc2sc(C(=O)NCCCN3CCOCC3)c(C)c2c1=O | 846 | 11
O=C(COc1ccc(Br)cc1Cl)NC1CCN(Cc2ccccc2)CC1 | 856 | 24
CCC(CC)C(=O)Nc1nnc(CCc2ccccc2)s1 | 777 | -2
O=C(CSc1nc2c(c(=O)[nH]1)CCC2)Nc1ccc(F)cc1 | 861 | 10
CCCCCC(O)(c1ccccc1)C(CN1CCOCC1)c1ccccc1 (stereo not given) | 811 | 29
NC(=O)CC(NC(=O)c1ccccc1)c1ccc(NCCCN2CCCC2=O)c([N+](=O)[O-])c1 (stereo not given) | 816 | 0

Full records as entered above. Screens in order: Hep lipid drop cells 6.5 µM | Hep lipid drop
NC(=O)CC(NC(=O)c1ccccc1)c1ccc(NCCCN2CCCC2=O)c([N+](=O)[O-])c1 (stereo not given) as listed: 816 | 0
O=C(CSc1nc2c(c(=O)[nH]1)CCC2)Nc1ccc(F)cc1 as listed: 861 | 10
O=C(CCC(=O)N1CCN(c2ccc(Cl)c(Cl)c2)CC1)c1ccccc1 as listed: 763 | -2
CCN(CC)c1ccc(/C=C2\C(=N)N3N=C(CC(=O)N4CCOCC4)SC3=NC2=O)cc1 as listed: 737 | -5
O=C(NCC1CCCO1)c1ccc2c(c1)ncn2-c1cccc(F)c1 (stereo not given) as listed: 674 | 0

(cont.)
Compound | Hep lipid drop cells 6.5 µM | Hep lipid drop
CCOc1ccc(S(=O)(=O)N2CCC(C(=O)N3CCN(c4ccccc4F)CC3)CC2)cc1C | 621 | -18
CCC(C)Nc1nc(N)c([N+](=O)[O-])c(NCc2ccccc2)n1 (stereo not given) | 855 | -4
Cc1ccc(NC2CCCN(C(=O)CN3C(=O)CSC3=O)C2)cc1C (stereo not given) | 785 | -14
CSc1ncc(Cl)c(C(=O)NCc2cccnc2)n1 | 773 | -3
CC(C)N(CCNC(=O)c1nn(Cc2ccccc2)c(=O)c2ccccc12)C(C)C | 654 | -17
C=CCc1cc(C)ccc1OCCOCCN1CCN(C)CC1 | 787 | -6
Cc1ccc(C(=O)OCC(=O)N(CC(C)C)c2c(N)n(Cc3ccccc3)c(=O)[nH]c2=O)s1 | 839 | 5
CNc1nc(SCC(=O)Nc2ccccc2)nc(N2CCOCC2)n1 | 575 | 10
CCn1ccc(C(=O)NCc2ccc3c(c2)OCO3)n1 | 828 | 23
COc1cc(/C=C2\NC(=S)N(C)C2=O)ccc1OCc1ccccc1F | 768 | -7
CCOc1ccc(NS(=O)(=O)c2ccc(-c3cnc(C4CC4)o3)cc2)cc1 | 684 | 40
O=C(Cc1cccs1)Nc1ccc(F)c(F)c1 | 784 | 1
COc1ccc(OC)c(CCNC(=O)c2ccc(NC3=NC4CS(=O)(=O)CC4S3)cc2)c1 (stereo not given) | 737 | -1
Cc1ccc(NC(=S)N2CCCCCC2)c(C)c1 | 854 | 2
CCOC(=O)C1(Cc2cccc(Cl)c2)CCCN(C(=O)c2cc(C(C)C)nn2C)C1 (stereo not given) | 690 | -25

Assay outcomes from PubChem BioAssay.

An excerpt; rates above refer to the full screens.
